MC4R ag barr: MC4R agonists recruiting beta-arrestin, primary screen, cell-based, luminescence, agonist arm of biased-ligand search; Melanocortin receptor 4 (Homo sapiens), P32245; U2OS MC4R beta-arrestin complementation; percent of melanotan II response, DMSO zero; activation, % at 8.9 µM; 360,000 compounds, 0.98% hits; AID 540308, 2011;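 active means activation above a per-plate cutoff, the mean activation of sample wells on that plate plus 3 SD, cut at about 8% in these data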
Glyco luc inh: increase of ERlucT glycosylation luciferase signal, primary screen, N-linked glycosylation inhibitor project, D54 ERlucT cells, luminescence, set 2; D54 ERlucT glycosylation luciferase reporter, 24 h; percent of 100 nM tunicamycin response; 360,000 compounds, 0.23% hits; AID 588692, 2011; reporter increase, % at 12.5 µM;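 active means mean luciferase reporter signal, scaled so untreated is 0 and the glycosylation-blocking control 100, at or above a set limit in every replicate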;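 further: luciferase carries N-glycosylation sites so blocking glycosylation raises the light; 0% = median of neutral control wells and 100% = median of 100 nM tunicamycin wells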
Granule exo inh: LAMP-1 surface exposure blockers, TALL-104 cells – cell-based, flow cytometry, MLPCN library, primary screen. TALL-104 LAMP-1 surface exposure; cells stimulated with thapsigargin and PMA. inhibition, % at 10 µM. 360,000 compounds, 0.66% hits;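 active means inhibition above about 55%, limit read from the data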
NOD2 RIPK2 PPI: NOD2-RIPK2 binding disruptors in cells, primary screen, fluorescence, CHO cells, BLA complementation; Receptor-interacting serine/threonine-protein kinase 2 (Homo sapiens), O43353; 360,000 compounds, 0.38% hits; AID 624267, 2012; inhibition, % at 4.98 µM; CCF4 ratio; in the data active means inhibition above about 21%;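 further: 0% = vehicle only and 100% = reference blocker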
ABCB6 inh MLPCN: ABCB6 transporter inhibitors, primary screen, K562-ABCB6 cells, flow cytometry, MLPCN library | fluorescence ratio to DMSO, % at 10 µM | K562-ABCB6 porphyrin accumulation, 1 h; active compounds read low | ATP-binding cassette sub-family B member 6 (Homo sapiens), Q9NP58 | 360,000 compounds, 0.19% hits;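 active means fluorescence ratio to DMSO below 75%, the collection mean minus 3 SD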;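 further: signal is porphyrin accumulated inside mitochondria; 100% equals median channel fluorescence of DMSO control wells; lower ratio means ABCB6 inhibition with less porphyrin fluorescence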
Target sequence (Q9NP58 whole entry, looked up): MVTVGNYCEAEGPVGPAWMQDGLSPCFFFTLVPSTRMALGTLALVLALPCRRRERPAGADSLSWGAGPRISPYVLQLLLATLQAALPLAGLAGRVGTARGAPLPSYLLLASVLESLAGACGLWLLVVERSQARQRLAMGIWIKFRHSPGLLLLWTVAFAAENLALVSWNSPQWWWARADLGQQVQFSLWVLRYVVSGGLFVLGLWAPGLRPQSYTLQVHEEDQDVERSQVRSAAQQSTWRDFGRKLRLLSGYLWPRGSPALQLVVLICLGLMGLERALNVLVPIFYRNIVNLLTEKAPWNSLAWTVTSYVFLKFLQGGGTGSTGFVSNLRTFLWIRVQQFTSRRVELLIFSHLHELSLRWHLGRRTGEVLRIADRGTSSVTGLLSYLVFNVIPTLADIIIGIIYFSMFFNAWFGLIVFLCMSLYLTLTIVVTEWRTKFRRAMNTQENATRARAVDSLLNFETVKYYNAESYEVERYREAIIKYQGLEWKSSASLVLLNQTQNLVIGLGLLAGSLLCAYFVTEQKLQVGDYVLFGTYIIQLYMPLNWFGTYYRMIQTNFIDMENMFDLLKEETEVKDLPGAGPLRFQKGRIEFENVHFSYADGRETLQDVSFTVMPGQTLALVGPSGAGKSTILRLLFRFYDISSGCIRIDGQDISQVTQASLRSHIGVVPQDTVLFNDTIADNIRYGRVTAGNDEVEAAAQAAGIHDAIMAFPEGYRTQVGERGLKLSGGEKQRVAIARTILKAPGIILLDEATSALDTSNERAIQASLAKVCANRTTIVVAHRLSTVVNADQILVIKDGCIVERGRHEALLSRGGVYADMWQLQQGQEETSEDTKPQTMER
aDG glyco act: activators of alpha-DG glycosylation, primary screen, uHTS, Pro5-aDG cells, AlphaScreen. 360,000 compounds, 0.22% hits. activation, % at 10 µM. alpha-DG glycosylation AlphaScreen (IIH6); 0% Pro5, 100% B10-LARGE cell signal;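 active means activation of at least 8% versus controls, or a plate z-score of at least 8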;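 further: Pro5 are CHO cells carrying HIG-tagged alpha-DG that lacks glycosylation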
Vif inh: HIV Vif self-association inhibitors, primary screen, imaging, HEK293T, single point; HEK293T cells, Vif self-association by quenched fluorescence, 24 h; inhibition, % at 7.49 µM; 340,000 compounds, 0.35% hits; AID 602346, 2012; in the data active means inhibition above about 50%, passing the limit was not always enough; further: some results filed as inactive read as strong as hits
ABHD5-PLIN5 inh: ABHD5-PLIN5 interaction inhibitors, primary screen, cell lysate, split luciferase complementation, luminescence; Perilipin-5 (Homo sapiens) + 1-acylglycerol-3-phosphate O-acyltransferase ABHD5 (Homo …; Split G. princeps luciferase complementation, 4 h; inhibition, % at 4 µM; 360,000 compounds, 0.78% hits;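 active means inhibition above the mean inhibition across every tested compound plus 3 SD, cut at about 22% in these data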;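 further: 0% = DMSO only wells and the 100% control is not disclosed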
MC4R antagonist: MC4R antagonists of cAMP signaling, primary screen, cell-based, TR-FRET, antagonist arm of biased-ligand search; MC4R-expressing cells, MTII-stimulated cAMP, LANCE TR-FRET; inhibition, % at 6.5 µM; Melanocortin receptor 4 (Homo sapiens), P32245; AID 540295, 2011; 360,000 compounds, 0.48% hits;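 active means inhibition above its plate's cutoff, the mean of tested wells on that plate plus 3 SD, cut at about 29% in these data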;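 further: 0% = Melanotan II alone and 100% = Melanotan II plus saturating MCL0020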
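Test system: U2OS cells stably expressing human melanocortin 4 receptor (MC4R); also added: Melanotan II challenge; compound: 6.5 µM single dose; timing: 30-min compound preincubation, 1-h Melanotan II challenge, 1-h detection, room temperature; signal: Eu-cAMP/anti-cAMP TR-FRET, emission 671 nm; repeats: one well per compound, no replicates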
TLR9-MyD88 block: inhibitors of TLR9-MyD88 association in cells, primary screen, cell-based, CHO, BLA complementation, fluorescence. CCF4 FRET ratio. 340,000 compounds, 0.21% hits. inhibition, % at 4.98 µM. AID 504734, 2011;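 active means inhibition above the mean over all tested compounds plus 3 SD, cut at about 21% in these data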;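 further: 0% = DMSO only wells and 100% = clavulanate BLA inhibitor control wells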
* hit, by the source's call; · = no result given.

canonical_smiles	MC4R ag barr	Glyco luc inh	Granule exo inh	NOD2 RIPK2 PPI	ABCB6 inh MLPCN	aDG glyco act	Vif inh	ABHD5-PLIN5 inh	MC4R antagonist	TLR9-MyD88 block
Cc1sc(NC(=O)c2ccc(OCC(C)C)cc2)c(C(N)=O)c1-c1ccc(Cl)cc1Cl	-2.2	-1.2	-2.3	-7.7	99.0	2.2	·	0.9	2.8	-3.0
COc1ccc(OC)c(C(c2nnnn2C(C)(C)C)N2CCc3ccccc3C2)c1 (stereo unspecified)	0.9	-3.0	0.9	-1.1	99.0	0.2	1.4	-0.8	27.9	-8.1
COC(=O)Cc1ccc(NC(=O)c2ccc(NC(=O)c3ccco3)cc2)cc1	-0.7	-2.6	-1.8	-7.2	102.0	1.1	0.6	-3.2	0.7	-2.8
COc1cccc(NC(=O)CN(C)C(=O)c2cc(S(=O)(=O)NCc3ccccc3)ccc2C)c1	-3.5	-2.9	3.4	-2.8	93.0	-0.4	-1.9	-5.5	15.9	-12.8
COc1ccc(CCNC(=O)c2cc3c(=O)n4ccccc4nc3n(CCN3CCOCC3)c2=N)cc1	-2.1	-4.1	8.0	-2.8	93.0	8.1*	-8.5	1.8	1.5	-1.8
COc1ccc(C(=O)NN=C2CCCC2)cc1	-1.4	5.3	-4.1	2.9	101.0	0.0	-2.4	-1.4	2.5	-10.2
CCCC(=O)NC(=S)Nc1cccc2c(O)cccc12	0.5	5.9	5.0	-9.3	93.0	-0.1	-6.5	-4.1	12.5	-6.5
CNC(=O)CCn1nc(-c2ccc(Cl)cc2)c2ccccc2c1=O	-0.7	-1.3	-2.0	-12.9	103.0	0.2	·	5.6	3.3	13.2
N#Cc1c(-c2ccc(Cl)cc2)ccnc1N1CCOCC1	-3.9	-0.5	-4.8	0.8	96.0	-0.2	-4.1	6.5	13.3	13.2
O=C(NCc1ccccc1Cl)C(=O)c1c[nH]c2ccccc12	-1.3	1.7	-9.1	-1.9	99.0	-0.2	5.1	-3.2	3.8	-1.6
CC(=O)Nc1ccc(OCC(O)CNC2CCCC2)cc1 (stereo unspecified)	-2.2	-2.0	-0.8	-2.1	109.0	-0.1	7.5	2.2	5.7	4.0
CC(C)(CC(=O)O)CC(=O)Nc1cc(C(F)(F)F)cc(C(F)(F)F)c1	2.2	0.9	1.9	-0.1	98.0	0.0	-1.4	5.6	10.9	-4.4
CCc1nnc(NC(=O)c2cc(-c3ccc(C)o3)nc3ccccc23)s1	-1.1	1.5	10.3	-10.1	99.0	0.0	-2.8	12.8	3.7	-3.8
Cc1nn(C)cc1C(C(=O)NC1CCCCC1)N(C(=O)Cc1cccs1)c1ccc(F)cc1 (stereo unspecified)	0.8	1.9	-6.4	-3.8	95.0	-0.3	-0.6	6.2	25.4	-7.6
COc1ccc2c(c1OC)C(=O)N(c1cccc(C(F)(F)F)c1)C2	0.6	-3.1	-2.1	1.6	100.0	0.0	-3.2	1.3	12.4	0.1
CC(C)(C)c1csc(NC(=O)CSC2=NCCS2)n1	-0.4	1.7	1.3	8.0	85.0	0.2	13.4	-7.7	12.3	14.7
COc1ccc(NC(=O)CSc2nnc(N)s2)c([N+](=O)[O-])c1	-1.2	1.1	-4.9	-3.8	94.0	-0.1	-1.6	-0.1	-7.5	3.5
COCc1cc(C)nc2sc(C(=O)NN)c(-n3cccc3)c12	-2.5	2.6	-0.5	-8.8	99.0	-0.1	1.7	-4.7	9.6	7.6
COc1cc2[nH]c(=O)n(CCCCCC(=O)N3CC=C(c4ccccc4)CC3)c(=O)c2cc1OC	0.1	-5.2	3.2	-3.6	90.0	-0.4	-4.0	-3.9	-2.7	-8.5
CCCOc1ccc(-c2csc3nc[nH]c(=O)c23)cc1	-0.1	1.0	2.9	-21.1	90.0	0.2	-4.7	1.1	-5.5	2.9
COc1ccc(C(=O)NNC(=O)Cc2coc3cc(OC)ccc23)cc1	-1.2	-0.5	3.1	-4.0	104.0	1.4	-5.9	11.1	1.9	4.2
COc1ccc(C(=O)N2CCCCCC2)cc1OC1CCN(C(C)=O)CC1	-4.5	1.4	8.5	-2.6	99.0	-0.1	6.9	-4.0	-0.2	-13.6
CC(=O)Nc1ccc(S(=O)(=O)NC2=C(N3CCN(C)CC3)C(=O)c3ccccc3C2=O)cc1	-3.0	8.6	-1.3	6.7	102.0	2.0	-15.5	-4.8	-13.5	9.4
Cc1ccc(S(=O)(=O)Nc2ccc3c(c2)C(=O)NC3=O)cc1[N+](=O)[O-]	-4.9	2.4	5.7	-2.4	99.0	-0.4	·	-4.3	7.2	-3.0
Cc1cc(C)nc(/N=C(\N)Nc2ccc(CC(=O)OC(C)C)cc2)n1	-0.2	48.4*	2.2	-8.9	97.0	1.6	2.6	4.4	-4.8	-0.6
CN(CC(=O)NCc1cccs1)CC(=O)Nc1ccccc1Cl	-1.4	-1.0	2.7	-1.9	99.0	0.3	·	2.4	-4.4	-10.6
CC[C@@H](C)CN1C(=O)N[C@@H](CCc2ccccc2)C(C(C)=O)=C1C	-1.3	1.5	-14.2	-1.0	98.0	-0.3	10.7	-1.8	4.1	5.8
COc1ccc(NC(=S)NC(NC(=O)c2cccc(C)c2)C(Cl)(Cl)Cl)c([N+](=O)[O-])c1 (stereo unspecified)	-3.5	3.1	-2.9	1.2	92.0	0.3	-6.7	-5.7	-3.4	7.1
CCCCC(c1nnnn1C1CCCC1)N1CCN(C2CCCCC2)CC1 (stereo unspecified)	0.0	-1.3	3.7	2.3	102.0	0.1	-1.5	2.5	0.4	-15.9
CC(C)CNC(=O)c1ccccc1-c1ccccc1C(=O)O	-1.4	1.8	4.2	7.6	96.0	-0.1	2.7	1.6	-3.6	-0.3
O=C(Cc1ccc(F)cc1)N1CCOCC1	1.1	-0.8	3.0	-1.7	106.0	-0.2	9.1	6.2	-0.4	-1.7
COc1ccccc1C1CC(c2ccccc2)=NN1C(=S)Nc1ccccc1 (stereo unspecified)	-1.3	-2.0	2.0	-0.6	105.0	-0.3	-10.1	1.1	-4.4	8.3
O=C(O)C1CCCN1c1nc(C(F)(F)F)nc2ccccc12 (stereo unspecified)	-1.6	-2.1	-3.5	-6.3	104.0	0.3	0.6	2.7	4.3	10.8
CN(C)CC#CCOC(c1ccccc1)c1ccccc1	-1.6	-2.8	-3.4	1.5	98.0	0.2	-5.8	-0.7	-0.7	1.8
O=C(Nn1cc(C(=O)Nc2ccccc2F)c2ccccc2c1=O)c1cnccn1	-2.4	1.0	0.3	-4.0	95.0	1.5	-2.0	-1.4	-0.2	5.8
C/C(=N\NC(=O)CC(C)C)c1ccc(Cl)c(Cl)c1	2.6	1.3	-0.6	-8.7	91.0	0.6	3.6	1.9	18.4	-2.7
COc1ccc(Cl)cc1NC(=O)Cn1nc(-c2ccc(C)cc2)n(C)c1=S	-1.2	7.9	-3.7	2.5	100.0	1.7	-6.8	-0.2	3.9	-3.2
CC(C)N(C(=O)[C@H]1C[C@H](CC(=O)NCc2cccc(C(F)(F)F)c2)C(=O)N2CCc3c([nH]c4cc(CCC(=O)N(C)C)ccc34)[C@]12C)C(C)C	-0.3	2.2	-1.1	10.0	96.0	0.1	·	-9.3	4.8	-2.4
Cc1cc(/C=C(\C#N)C(=O)OCC(=O)Nc2ccc(OC(F)F)cc2)c(C)n1CC(C)C	1.2	-0.7	-0.3	-3.6	94.0	0.0	-8.4	-5.0	7.5	-2.7
O=[N+]([O-])c1ccccc1S(=O)(=O)Nc1cccc(-c2ccc(N3CCOCC3)nn2)c1	-2.6	3.2	0.4	-0.8	99.0	0.1	-2.2	-7.0	5.2	-1.8
COc1ccccc1NS(=O)(=O)c1c(C)nc2sccn2c1=O	-2.1	1.3	-1.2	5.5	102.0	0.0	4.3	-6.6	-1.3	1.7
COc1ccc(/C(C)=N/OC/C(O)=C(\C#N)c2nc3ccccc3[nH]2)c(OC)c1	1.6	3.6	35.3	-1.9	103.0	0.0	-5.6	5.6	3.1	5.0
O=C(CSCC(=O)N1CCCCC1)Nc1nc(-c2ccccc2)c(-c2ccccc2)s1	4.3	4.1	2.5	-11.8	102.0	-0.2	-17.3	-7.7	15.8	-7.5
Cc1cc(SCC(=O)NCC2CCCO2)nc2ccccc12 (stereo unspecified)	-3.6	0.5	-1.9	-0.6	149.0	0.3	-1.4	-0.7	2.5	1.3
Cc1cc(S(=O)(=O)Nc2ccc(C(=O)N3CCN(c4ccccc4O)CC3)cc2)ccc1F	-5.2	2.7	-11.4	6.1	96.0	-0.4	1.0	8.8	-2.0	-4.0
C/C(=N\OC(=O)c1ccc(F)cc1)c1nccs1	-2.3	2.4	-1.6	1.6	95.0	-0.5	-6.8	4.9	-6.0	-3.6
Cc1sc2ncnc(SCC(=O)NNC(=O)c3ccco3)c2c1C	-0.9	-0.3	-2.3	-18.4	103.0	-0.2	·	-5.1	-4.2	-12.5
CC1(C)NC(=O)N(CC(=O)OCC(=O)Nc2c(Br)cc([N+](=O)[O-])cc2Br)C1=O	-1.0	1.1	-7.1	7.9	99.0	-0.1	12.5	8.3	9.5	3.5
Cc1nc2c(OCc3ccc(Cl)cc3Cl)cccn2c1N(C)CC1CC1	-3.9	-6.3	3.2	6.8	92.0	0.7	-14.0	-8.6	3.9	·
CCCCN(CCCNC(=S)NCCCc1cnc[nH]1)c1ccc(Br)cn1	-0.5	0.9	-4.8	1.5	93.0	-0.1	-16.1	4.6	4.3	·
Fc1ccc(Cn2cccc2C2=NC(c3ccccc3)CO2)cc1 (stereo unspecified)	4.2	1.3	-4.4	0.4	103.0	-0.2	·	7.0	3.1	-3.1
COc1ccc(N2C(=O)CCC(C(=O)N3CCC(C(N)=O)CC3)C2c2ccc(F)cc2)cc1 (stereo unspecified)	-1.2	0.9	0.8	-4.3	99.0	-0.2	-22.2	-5.9	-3.7	5.5

Not all compounds are listed; the hit share may differ from the screen's.
